Source: PubChem BioAssay
Tau fluor cs: counter-screen for tau fibril formation inhibitors; Potency, µM (doses to about 57.7 µM), inactives show at the top dose activity change, negative = decrease; hit rate 0.93% among 280,000; tau K18 P301L Alexa594 fluorescence, heparin fibrillization; AID 1463; note: % is set by controls: 0 for no effect and ±100 for the full control effect; nearly all actives have a fitted effect of over 55% in size
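Human K18 P301L tau (15 uM unlabeled plus 0.24 uM Alexa 594-labeled, final) in 100 mM sodium acetate pH 7 was mixed with compound and 20 uM heparin and incubated 6 hr at 37 C.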
KDM4E inh: inhibitors of human JMJD2E histone demethylase; Potency, µM (doses to about 57.1 µM), for inactives: at the highest dose activity change, negative = inhibition, most hits filed as inhibitors; JMJD2E catalytic domain, FDH-coupled NADH fluorescence (FDH is formaldehyde dehydrogenase); hit rate 1.6% among 230,000; active = well fitted inhibition curve with a large enough effect, not every such curve was filed as active; inconclusive = small, poorly fitted or top-dose-only effect, or another doubt; inactive = no such curve, though single readings can be large or run the other way;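 note: 0% = wells with enzyme and -100% = buffer wells without enzyme; nearly all actives have a fitted effect of over 50% in size; many of its hits are not listed in these tables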
Target sequence (B2RXH2 1-337 limits assumed): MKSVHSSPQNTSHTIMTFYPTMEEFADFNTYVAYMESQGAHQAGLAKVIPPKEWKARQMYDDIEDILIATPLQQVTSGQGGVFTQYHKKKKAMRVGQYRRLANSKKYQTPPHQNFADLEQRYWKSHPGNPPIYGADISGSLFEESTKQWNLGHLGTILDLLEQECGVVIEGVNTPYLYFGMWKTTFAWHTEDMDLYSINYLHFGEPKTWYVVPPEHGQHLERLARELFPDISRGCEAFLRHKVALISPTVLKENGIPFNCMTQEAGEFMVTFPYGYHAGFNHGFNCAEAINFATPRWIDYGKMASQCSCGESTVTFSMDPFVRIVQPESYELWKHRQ
Tau fibril FP: inhibitors of human tau fibril formation | Potency, µM (top dose mostly 57.7 µM), for the others: top-dose activity, negative = inhibition, most hits filed as inhibitors | K18 P301L tau heparin fibrillization, Alexa594 FP, 6 h | AID 1468 | hit rate 0.39% among 280,000; note: % is set by controls: 0 for no effect and ±100 for the full control effect; nearly all actives have a fitted effect of over 55% in size
Target sequence (P10636 561-689 P618L limits assumed): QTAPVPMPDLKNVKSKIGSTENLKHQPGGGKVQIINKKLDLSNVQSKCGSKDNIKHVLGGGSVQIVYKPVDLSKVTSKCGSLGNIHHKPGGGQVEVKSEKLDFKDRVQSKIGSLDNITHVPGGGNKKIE
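Steps: dispense K18 P301L tau (15 uM plus 0.24 uM Alexa 594 tracer, final) in pH 7 sodium acetate; add compound; add heparin (20 uM final); incubate 6 hr, 37 C; add ThT (30 uM final); after 1 hr ambient, read FP.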
HttQ103 aggreg: inhibitors of mutant huntingtin aggregate formation in PC12 cells | PC12 HttQ103-GFP aggregates, Acumen cytometry, 40 h | Potency, µM (doses to about 46.1 µM), for inactives: at the top dose activity change, negative = inhibition, hits mostly inhibitors | hit rate 1.1% among 220,000 | AID 1688; note: % is set by controls: 0 for no effect and ±100 for the full control effect; nearly all actives have a fitted effect of over 60% in size
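Huntingtin Q103 exon 1–GFP aggregates in induced PC12 cells (100 nM tebufenozide) were quantified by cytometry from lysates, with compounds dosed in titration.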
HTT cytoprotect: cytoprotection in Huntington HTT-Q103 PC12 cell model; PC12 HTT-Q103 induced, cytoprotection, ATP luminescence, 40 h; Potency, µM (titrated, usually from 56.4 µM), without a hit: cytoprotection (ATP increase), usual class: activators; hit rate 0.14% among 230,000; AID 1471;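 note: % of control where 0% means no effect; nearly all actives have a fitted effect of over 45% in size; toxic huntingtin expression switched on by the ecdysone agonist tebufenozide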
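Huntington model: PC12 line, ecdysone-inducible HTTQ103 exon1–GFP, tebufenozide 100 nM. Test articles in a dose series. Endpoint luminescence from cellular ATP.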
ALDH1A1 inh: inhibitors of human aldehyde dehydrogenase 1A1; P00352; Purified ALDH1A1, NADH fluorescence, propionaldehyde substrate; Potency, µM (highest dose often 75.3 µM), for the others: at the top dose activity, negative = inhibition, usual class: inhibitors; hit rate 7.3% among 220,000; active = well fitted inhibition curve with a large enough effect, not every such curve was filed as active; inconclusive = small, poorly fitted or top-dose-only effect, or another doubt; inactive = no such curve, though single readings can be large or run the other way;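 note: plate controls were no enzyme wells and a reference inhibitor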
Target sequence (P00352 whole entry, looked up): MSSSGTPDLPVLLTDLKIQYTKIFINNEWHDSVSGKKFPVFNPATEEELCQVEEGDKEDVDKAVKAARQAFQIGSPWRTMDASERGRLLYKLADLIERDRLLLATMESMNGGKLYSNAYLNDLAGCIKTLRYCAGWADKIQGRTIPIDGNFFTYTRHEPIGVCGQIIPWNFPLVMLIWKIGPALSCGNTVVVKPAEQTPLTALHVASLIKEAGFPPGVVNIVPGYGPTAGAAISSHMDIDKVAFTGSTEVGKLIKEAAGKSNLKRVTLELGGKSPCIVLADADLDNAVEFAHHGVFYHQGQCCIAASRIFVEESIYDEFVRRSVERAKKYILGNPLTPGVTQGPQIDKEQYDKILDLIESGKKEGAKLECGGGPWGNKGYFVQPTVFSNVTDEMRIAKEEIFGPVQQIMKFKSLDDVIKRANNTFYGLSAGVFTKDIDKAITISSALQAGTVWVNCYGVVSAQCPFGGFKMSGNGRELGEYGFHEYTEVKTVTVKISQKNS
SMN2 splice enh: increases expression of the SMN2 splice variant | HEK293 SMN2-luciferase splicing reporter, luminescence, 30-36 h | Potency, µM (highest dose often 46.1 µM), for the others: top-dose activity change, positive = activation, hits mostly activators | hit rate 2.8% among 210,000 | AID 1458; note: % of control where 0% means no effect; nearly all actives have a fitted effect of over 55% in size
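HEK293 cells carry an SMN2 […]–luciferase reporter in which exon 7 inclusion puts luciferase in frame. Cells were plated 10-12 h before compound addition, then incubated 30-36 h at 37C. ONE-Glo luminescence was read; sodium butyrate at 4.5 mM final served as control.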
Tau fibril ThT: inhibitors of human tau fibril formation, thioflavin T binding; P10636; Potency, µM (highest dose often 57.4 µM), for inactives: at the highest dose activity, negative = inhibition, actives largely listed as inhibitors; recombinant tau K18 P301L (four-repeat tau fragment), heparin-induced fibrillization, ThT fluorescence; hit rate 2.1% among 270,000; note: % is set by controls: 0 for no effect and ±100 for the full control effect; nearly all actives have a fitted effect of over 55% in size
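Aggregation was driven by heparin (20 uM final) acting on recombinant tau […] bearing P301L in 100 mM sodium acetate pH 7; fibrils were detected with Thioflavin T.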
* hit, by the source's call; ? = inconclusive; · = no result given; & = joins results of further samples; [ ] = another dose, or the depositor's remark. Unless noted, calls come from the whole dose curve; as a rule, active = well fitted curve in the direction sought with a large enough effect; inconclusive = small, poorly fitted or top-dose-only effect, or another doubt; inactive = no such curve, though single readings can be large; an effect the other way counts as inactive or inconclusive. Potency is the fitted concentration of half-maximal effect. Not all compounds are listed (hit frequency here may not be typical).

SMILES	Tau fluor cs	KDM4E inh	Tau fibril FP	HttQ103 aggreg	HTT cytoprotect	ALDH1A1 inh	SMN2 splice enh	Tau fibril ThT
CCOC(=O)C1=NOC2C(=O)N(c3ccc(Cl)cc3Cl)C(=O)C12 (stereo not given)	-6%	-24%	-2%	-4%	?	0.71µM*	?	-2%
CCN1CCN(C(=O)c2ccc3c(=O)n(C4CCCC4)c(=S)[nH]c3c2)CC1	1%	10%	-1%	-4%	-13%	1%	-45%[inhibitor]	2%
CCCNC(=O)CCn1c(=S)oc2ccccc21	10%	16%	1%	4%[9.22 µM]	6%[10 µM]	·	·	·
CC(C)C(NS(=O)(=O)c1ccc2c(c1)oc(=O)n2C)C(=O)N1CCN(C2CCCCC2)CC1 (stereo not given)	-3%	2%	-4%	10%	-30%	4%	3%	-1%
N#Cc1nc(COc2ccccc2F)oc1NCc1ccc(F)cc1	?	-10%	-2%	0%	-11%	?	12%	-18%
OC[C@H]1O[C@@H](OC[C@H]2O[C@@H](O)[C@H](O)[C@@H](O)[C@@H]2O)[C@H](O)[C@@H](O)[C@@H]1O	-1%	2%	-4%	·	-24%[1.9 µM]	-3%	·	0%
CC(/C=N/NC(=S)Nc1cccc(S(=O)(=O)N(C)C)c1)c1ccccc1 (stereo not given)	-12%	-4%	-2%	-21%	19%[10 µM]	7.9µM*	-2%	-12%
O=C1CC(=O)N2N=C(c3ccc([N+](=O)[O-])cc3)SC2=N1	-13%	-3%	4%	-9%	15%[10 µM]	-5%	-2%	?
O=C(NCCC1=CCCCC1)c1cnccn1	4%	-5%	6%	-11%	-8%	-4%	11µM*	-4%
O=C(c1ccco1)N1CCN(Cc2ccc(Cl)cc2)CC1	-8%	0%	3%	-8%	-4%	5%	4%	-9%
CCCn1c(=O)c(C(=O)NNS(=O)(=O)c2ccc(C)cc2)c(O)c2ccccc21	-5%	?	-5%	?	28%[10 µM]	-15%	-38%[inhibitor]	-2%
CCCC1=[N+](CC)CCn2c(C)ccc21	-6%	-21%	6%	11µM*	31%[10 µM]	2%	5%	-9%
CCOC(=O)c1ccc(NC(=S)NCCc2ccccc2F)cc1	20µM*[quencher]	-28%	28µM*	-2%	-9%[10 µM]	?	-5%	-24%
COc1cccc(-n2c(=O)n(Cc3ccccc3)c(=O)c3[nH]cnc32)c1	-12%	-3%	-8%	25%[9.22 µM]	1%[10 µM]	·	·	-4%
CCn1c(NCc2ccc(N(C)C)cc2)nc2ccccc21	-3%	0%	-1%	?	12%[10 µM]	0%	27%	-3%
CCN(CC)CCn1c(-c2ccccc2)nc2c(N3CCOCC3)nc(C)nc21	-9%	?	-3%	·	8%	?	-7%	-2%
COc1ccccc1/C=C/C(=O)OCC(=O)Nc1c(F)cccc1F	10%	?	-6%	6%	-12%	-9%	1%	3%
CCNC(=O)CON=C1c2ccccc2-c2ccccc21	-5%	8%	-5%	-9%	-21%[10 µM]	12%	-5%	-6%
Cc1cc(NC(=O)CSc2ncnc3c2cnn3-c2cccc(Cl)c2)no1	13%	9%	-5%	30%	-39%	-2%	7%	-2%
COc1ccccc1/C=C1\SC(=S)N(CCC(=O)NCCCN2CCOCC2)C1=O	-7%	-12%	1%	-21%[9.22 µM]	11%[10 µM]	-3%	23%	-18%
COC(=O)C1=C(C)N(Cc2ccc(C)cc2)C(=O)C1	0%	-8%	-1%	3%	-28%	-2%	12%	-15%
N#C/C(=N\Nc1ccc([N+](=O)[O-])cc1)C(N)=S	-29%	-19%	-1%	-19%[9.22 µM]	-4%[10 µM]	·	·	·
NS(=O)(=O)c1ccc2nc(NC(=O)c3ccc(Br)o3)sc2c1	-16%	?	7%	-17%	-90%[inhibitor]	-3%	18µM*	-15%
Cc1ccc2c(c1)nnn2C1CCN(S(=O)(=O)c2ccc(C(=O)O)cc2)CC1	4%	-5%	7%	-12%[9.22 µM]	-19%[10 µM]	13%	·	2%
Cn1nc(C(=O)NNc2c(F)c(F)cc(F)c2F)c2ccccc2c1=O	-5%	12%	1%	0%	-6%[10 µM]	2%	-2%	-4%
Cc1cc(NC(=O)CSc2nc3ccsc3c(=O)n2Cc2ccccn2)n[nH]1	3%	2%	0%	-9%	-31%	-26%	?	-6%
CCOC(=O)c1cnc(SC)nc1N1CCCC1	-2%	0%	5%	8%[9.22 µM]	-49%[inhibitor]	2%	-6%	-3%
Cc1cc(Cl)ccc1N1C(=O)CC(SCCC(=O)O)C1=O (stereo not given)	5%	-6%	2%	27%	1%	?	19%	-4%
Cc1coc2c(C)c3oc(=O)c4c(c3cc12)CCCC4	1%	?	4%	9%	-4%	?	-9%	3%
Cc1ccc(-n2nc3c(c2NC(=O)c2c(-c4ccccc4Cl)noc2C)CSC3)cc1	-3%	6%	-10%	10%	-20%	2%	-7%	1%
Cc1ccc2c(c1)c(=O)c1ccccc1n2CCCC(=O)Nc1c(F)cccc1F	-7%	·	-14%	·	·	·	3%	-2%
Cc1ccc(O)c(C(=O)c2cnc3c(c2)CN(CCC(C)C)C(=O)N3)c1	-2%	-7%	0%	5%	?	?	-16%	-9%
CC(C)(CO)NS(=O)(=O)c1ccc2c(c1)oc(=O)c1cc(S(=O)(=O)NC(C)(C)CO)ccc12	-5%	-10%	3%	13%	1%	-8%	-5%	-1%
CC(C)Oc1ccc(C2CC(=O)NC3=C2C(=O)CCC3)cc1 (stereo not given)	2%	0%	-3%	-18%	-13%	-1%	-13%	0%
COCCCn1c(C(C)C)nc2oc3cc(OC)ccc3c(=O)c2c1=O	-2%	-7%	-8%	27%[9.22 µM]	-18%[0.074 µM]	7%	7%	-10%
CCCCC(CC(O)COCCC)c1n[nH]c(=S)n1-c1ccccc1 (stereo not given)	-15%	?	0%	3%[9.22 µM]	7%[10 µM]	6%	·	-6%
CCOC(=O)c1sc(NC(=O)C(CC)Sc2nnc3c4ccccc4n(C(C)C)c3n2)nc1C (stereo not given)	-16%	2%	2%	?	-13%	-8%	6%	-10%
CC(C)N(C(=O)COC(=O)c1cncc(Br)c1)C(C)C	5%	-2%	3%	8%	-8%	6%	2%	5%
Cc1ccc(/C=C/C(=O)Nc2cc(=O)n(C)c(=O)n2C)o1	-7%	-24%	?	17%	21%[0.074 µM]	22µM*	?	?
CCOC(=O)c1ccc(NC(=O)CCc2nc(-c3cccc(C)c3)no2)cc1	?	0%	?	-9%	-14%	1%	?	?
Cc1nn(-c2ncc(C(F)(F)F)cc2Cl)c(=O)n1-c1cccc(F)c1	-4%	6%	4%	1%	-17%	5%	-7%	-7%
COc1ccc2c(c1)O[C@H](c1ccc3c(c1)OCO3)[C@@H](O)C2=O	-4%&-19%	-7%&-2%	1%&3%	-27%	-23%	-2%&-9%	13µM*	-12%&-18%
O=S(=O)(/N=C(/Nc1cc(N2CCOCC2)ncn1)c1ccccc1)c1ccccc1	-8%	5%	-3%	-16%	0%	9%	·	-8%
CC1CCC2C(=O)N3C(CCC(C)C3c3ccccc3Br)C(=O)N2C1c1ccc(C#CCN(C)C)cc1 (stereo not given)	-1%[11.6 µM]	·	0%[11.6 µM]	·	0%[10 µM]	3.5µM*	·	-11%[11.5 µM]
NS(=O)(=O)c1cnccc1Nc1ccc(Cl)cc1	16%	-17%	11%	2%	·	6%	-10%	12%
O=C1[C@@H]2[C@H](Cc3ccc(O)cc3)N[C@]3(C(=O)Nc4ccccc43)[C@@H]2C(=O)N1c1ccc(F)cc1	-9%	5%	-5%	11%	-8%	18%	2%	-5%
Cc1cccc2c1N(CCOc1ccc(C(C)(C)C)cc1)C(=O)C2=O	-12%	6%	14%	1%	12%[10 µM]	0.5µM*	-7%	?
C/C=C/COc1nc2c(c(=O)n(C)c(=O)n2C)n1C	5%	-4%	0%	-9%	-10%[0.074 µM]	3%	2%	6%
c1ccc(-c2nc(NCC3CCCO3)c3ccccc3n2)nc1 (stereo not given)	2%	-1%	2%	?	-78%[inhibitor]	1%	-56%[inhibitor]	-1%
O=C(NCCC(c1ccccc1)c1ccccc1)c1cnccn1	0%	10%	0%	-6%	15%[0.074 µM]	-13%	14%	3%

The last 2 records of the section above come first, to join the parts:
SMILES	Tau fluor cs	KDM4E inh	Tau fibril FP	HttQ103 aggreg	HTT cytoprotect	ALDH1A1 inh	SMN2 splice enh	Tau fibril ThT
c1ccc(-c2nc(NCC3CCCO3)c3ccccc3n2)nc1 (stereo not given)	2%	-1%	2%	?	-78%[inhibitor]	1%	-56%[inhibitor]	-1%
O=C(NCCC(c1ccccc1)c1ccccc1)c1cnccn1	0%	10%	0%	-6%	15%[0.074 µM]	-13%	14%	3%
Cc1cccc(OCc2nc(C#N)c(NCc3ccccc3Cl)o2)c1	?	·	2%	·	·	·	29%	-10%
CCOC(=O)c1sc(NC(=O)c2ccc(Cl)s2)cc1C	-16%	-2%	-7%	-15%	-8%[10 µM]	?	7.9µM*	-2%
CC1=C(c2ccc(Cl)cc2)[N+](=O)C(C)(C)N1[O-]	-8%	-8%	-12%	5%	·	6%	-7%	?
CC(C)C(OC(=O)CN1C(=O)COc2ccccc21)C(=O)NC1CCCC1 (stereo not given)	-9%	1%	1%	-3%	-7%[10 µM]	2%	-13%	-8%
COCC(=O)Nc1cc(OC)c(Cl)cc1OC	-10%	-2%	0%	-8%	-16%[0.074 µM]	-12%	?	-8%
Cc1ccc(C(c2sc3nc(C)nn3c2O)N2CCOCC2)cc1 (stereo not given)	-7%	3%	-9%	15%	-5%	3%	-3%	-6%
CCC(=O)NC(NC(=S)Nc1cccc2cccnc12)C(Cl)(Cl)Cl (stereo not given)	-13%	4%	-4%	-23%	-3%[10 µM]	?	3%	-15%
Cc1cc(Cl)c(OCCCSc2nc(C)cc(=O)[nH]2)c(Br)c1	0%	-3%	3%	?	-8%	-10%	-9%	?
COCOc1ccccc1C(=O)/C=C/c1ccccc1	6%	17%	8%	·	6%	10%	-1%	-3%
CCc1ccc(NC(=O)CN(c2ccc(OC)cc2)S(=O)(=O)c2c(C)[nH]c(=O)[nH]c2=O)cc1	-8%	·	-8%	·	·	·	0%	-4%
O=C(CSc1nc2cc([N+](=O)[O-])ccc2n1-c1ccccc1)NCc1ccc2c(c1)OCO2	-3%	5%	2%	14%	?	-2%	-13%	0%
CCCCCSc1nc2c(c(=O)[nH]c(=O)n2C)n1C	1%	0%	7%	-5%	-17%	5%	1%	1%
